APP 5UTR inh: APP translation inhibition; AID 1285; 190,000 tested, 0.82% active; SH-SY5Y APP 5'UTR-luciferase reporter, luminescence; inhibition, % at 2 µM;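 active means inhibition above a set limit, derived from the sample mean plus 3 SD, cut at about 45% in these data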; further: values of inactives mirror those of a sister screen read the other way
STAT3 act: activators of IL-6 induced STAT3 signaling | AID 871 | 190,000 tested, 0.91% active | U3A cells, IL-6 STAT3-luciferase reporter, luminescence; 100% = signal with IL-6 EC80 alone | activation (% of control), % at 5.6 µM;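 active means activation above the screen-wide mean of compound activation plus 3 SD, cut at about 130% in these data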;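 further: 0% = background luminescence of wells with medium and substrate only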
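Assay system – human STAT1-deficient U3A cells with stable STAT3-luciferase reporter · Also added – IL-6 (33 ng/mL) · Schedule – compound 1 h, then IL-6 6 h at 37 °C · Technique – reporter luminescence signal · Evaluation – % activation versus median of IL-6-stimulated wells · Benchmarks – IL-6-only wells as 100% reference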
STAT1 activator: STAT1 signaling activation; NIH 3T3 STAT1-luciferase reporter, IFN-gamma, luminescence; 100% = IFN-gamma alone, no compound; activation (% of control), % at 5.5 µM; 200,000 tested, 2.6% active; AID 932;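 active means activation above the screen-wide mean activation plus 3 SD, cut at about 130% in these data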;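 further: raw ratio to IFN-gamma control signal so 100% means no change and 0% no light; values of inactives mirror those of a sister screen read the other way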
Diaph inh CS: inhibits diaphorase or chemically oxidizes, flagging diaphorase assay artifacts | diaphorase resazurin-to-resorufin fluorescence, NADH, 16 min; bacterial (C. kluyveri) enzyme, not human | inhibition, % at 20 µM | 190,000 tested, 0.69% active | AID 1217;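 active means primary screen inhibition at 20 µM above a set limit, cut at about 50% in these data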;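 further: plate controls were DMSO with full reaction for no effect and wells lacking NADH for full effect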
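Test system: Clostridium kluyveri diaphorase enzyme / Quantity: diaphorase at 0.14 U/mL in enzyme working solution / Incubation: 16-min room-temperature incubation before reading / Benchmarks: NADH-free wells as positive control, DMSO-only neutral wells / Signal: resorufin fluorescence 544/590 nm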
STAT3 blocker: STAT3 signaling inhibition; U3A cells, IL-6 STAT3-luciferase reporter, luminescence; host cell line lacks STAT1; inhibition, % at 5.5 µM; 190,000 tested, 0.89% active;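 active means inhibition above the mean inhibition across all screened compounds plus 3 SD, cut at about 44% in these data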;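 further: 0% = DMSO only wells and 100% = 100 µM nifuroxazide control wells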
G6PDH CS: L. mesenteroides G6PDH inhibition counter-screen; Purified L. mesenteroides G6PDH, diaphorase/resazurin coupled fluorescence, 45 min; inhibition, % at 5 µM; 200,000 tested, 0.12% active; in the data active means inhibition above about 50%
Hsp70 act: switches on Hsp70 transcription | HeLa Hsp70 promoter luciferase reporter, luminescence; scaled: vehicle 0, proteasome-inhibitor control 100% | activation, % at 10 µM | 200,000 tested, 0.04% active | AID 1203;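 active means activation above the mean across all tested compounds plus 3 SD, cutoff set per campaign, cut at about 5.5% in these data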;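 further: 100% = MG132 at 30 µM as the positive control and 0% = DMSO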
Diaphorase act: diaphorase activation or chemical reduction counter-screen; Diaphorase/resazurin coupled assay, resorufin fluorescence, 16 min; active compounds read high; 1 = vehicle wells, 0 = NADH-free wells; activation factor at 20 µM; 190,000 tested, 0.005% active; AID 1229;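 active means diaphorase activity raised at least twofold by the compound at 20 µM; inactive means activation factor below 2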
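Material: purified diaphorase enzyme from Clostridium kluyveri / Medium: HEPES pH 7.4 buffer with MgCl2 and Tween 20 / Schedule: enzyme reaction of 16 min at room temperature / Measured by: resorufin fluorescence, excitation 544 nm, emission 590 nm / Evaluation: rise in resorufin formation, marking diaphorase activation or chemical reduction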
STAT1 inh: STAT1 signaling inhibition; AID 920; inhibition, % at 5.5 µM; 200,000 tested, 0.35% active; NIH 3T3 STAT1-luciferase reporter, IFN-gamma, luminescence;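 active means inhibition above a set limit, the mean inhibition across all tested compounds plus 3 SD, cut at about 34% in these data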;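 further: 0% = IFN-gamma with DMSO and 100% = IFN-gamma with 300 µM nifuroxazide; values of inactives mirror those of a sister screen read the other way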
TLR4 MyD88 comp: blocks binding of human TLR4 to MyD88. HeLa CL3-4 TLR4/MyD88 BLA complementation, FRET ratio. inhibition, % at 8.4 µM. 200,000 tested, 0.18% active; in the data active means inhibition above about 25%;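 further: 0% = vehicle and 100% = reference inhibitor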
Target sequence (O00206 whole entry, looked up): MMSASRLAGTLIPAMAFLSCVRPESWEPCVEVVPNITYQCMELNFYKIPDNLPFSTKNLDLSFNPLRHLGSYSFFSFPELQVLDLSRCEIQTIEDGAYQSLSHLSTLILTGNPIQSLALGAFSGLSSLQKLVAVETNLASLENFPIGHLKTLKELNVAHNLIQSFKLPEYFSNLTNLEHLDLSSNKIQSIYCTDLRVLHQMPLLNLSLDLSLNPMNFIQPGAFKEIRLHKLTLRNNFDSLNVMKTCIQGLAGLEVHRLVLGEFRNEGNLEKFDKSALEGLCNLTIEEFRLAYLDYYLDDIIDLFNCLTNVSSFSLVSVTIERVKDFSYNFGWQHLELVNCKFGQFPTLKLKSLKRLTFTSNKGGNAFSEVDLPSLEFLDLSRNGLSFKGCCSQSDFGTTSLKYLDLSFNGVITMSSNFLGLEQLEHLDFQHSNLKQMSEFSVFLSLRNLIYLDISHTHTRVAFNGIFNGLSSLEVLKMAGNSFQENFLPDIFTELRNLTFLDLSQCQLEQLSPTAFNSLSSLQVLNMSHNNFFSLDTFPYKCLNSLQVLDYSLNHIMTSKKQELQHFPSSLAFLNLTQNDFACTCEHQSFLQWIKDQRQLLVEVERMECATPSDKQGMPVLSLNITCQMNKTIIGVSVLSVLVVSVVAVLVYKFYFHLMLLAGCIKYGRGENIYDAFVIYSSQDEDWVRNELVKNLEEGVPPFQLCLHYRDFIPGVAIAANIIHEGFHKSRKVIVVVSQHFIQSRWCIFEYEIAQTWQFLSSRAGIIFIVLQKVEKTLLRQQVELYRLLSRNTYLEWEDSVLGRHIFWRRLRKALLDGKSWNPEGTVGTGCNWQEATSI
Target sequence (Q99836 whole entry, looked up): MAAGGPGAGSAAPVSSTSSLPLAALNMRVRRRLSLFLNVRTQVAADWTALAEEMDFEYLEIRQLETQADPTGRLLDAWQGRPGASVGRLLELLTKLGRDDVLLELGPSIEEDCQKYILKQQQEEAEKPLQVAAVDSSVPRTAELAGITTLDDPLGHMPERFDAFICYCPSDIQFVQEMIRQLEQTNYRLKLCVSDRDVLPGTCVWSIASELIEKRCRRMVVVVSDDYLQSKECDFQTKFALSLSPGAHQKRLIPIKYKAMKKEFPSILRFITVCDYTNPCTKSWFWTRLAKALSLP
Starred values were filed as active, the others as inactive; x = not tested or not shown.

The first 11 entries, to show the layout:
SMILES	APP 5UTR inh	STAT3 act	STAT1 activator	Diaph inh CS	STAT3 blocker	G6PDH CS	Hsp70 act	Diaphorase act	STAT1 inh	TLR4 MyD88 comp
CCN1CCN(c2ccc([N+](=O)[O-])cc2C(=O)c2ccc(Cl)cc2)CC1	1	91	99	7	20	14	-0.3	0.9	1	-7
COc1ccc(N/C=C2\CCOC2=O)cc1	-22	96	91	9	10	8	0.0	0.9	11	26*
CN1CCN(C2=C(Cl)C(=O)N(c3cccc(Cl)c3)C2=O)CC1	6	98	95	19	6	-7	-0.7	0.8	6	-4
CCOC(=O)c1cnc(SCC(=O)Nc2cccc(OC)c2)nc1N	x	94	97	22	13	-4	-0.3	0.8	3	11
Cc1nc2ccc(NC(=O)Cc3cccc(F)c3)cc2s1	-59	100	115	11	2	2	-0.2	0.9	-16	-13
Cc1cc(C)n(CCCO)c(=O)c1C#N	-2	92	96	-8	16	4	-0.3	1.1	5	9
Cc1ccc2c(CC(=O)OCc3csc(C)n3)coc2c1	7	102	106	14	2	-4	0.4	0.9	-7	20
CCc1c(C)[nH]n(CCC#N)c1=O	-1	98	95	7	7	3	-0.1	0.9	5	-8
Cc1ccc(S(=O)(=O)c2c(N)n(-c3ccccc3)c3nc4ccccc4nc23)cc1	-8	114	96	20	-13	-3	-0.3	0.8	5	-2
O=C(CSc1nnc(-c2cccnc2)n1-c1ccc(F)cc1)NCc1ccc2c(c1)OCO2	9	113	98	3	-11	7	-0.7	1	2	2
O=C(/C=C\Nc1ccc2c(c1)OCO2)c1cccs1	-178	27	40	12	90*	9	-0.4	0.9	65*	17

Main list, previewed entries included:
SMILES	APP 5UTR inh	STAT3 act	STAT1 activator	Diaph inh CS	STAT3 blocker	G6PDH CS	Hsp70 act	Diaphorase act	STAT1 inh	TLR4 MyD88 comp
CCN1CCN(c2ccc([N+](=O)[O-])cc2C(=O)c2ccc(Cl)cc2)CC1	1	91	99	7	20	14	-0.3	0.9	1	-7
COc1ccc(N/C=C2\CCOC2=O)cc1	-22	96	91	9	10	8	0.0	0.9	11	26*
CN1CCN(C2=C(Cl)C(=O)N(c3cccc(Cl)c3)C2=O)CC1	6	98	95	19	6	-7	-0.7	0.8	6	-4
CCOC(=O)c1cnc(SCC(=O)Nc2cccc(OC)c2)nc1N	x	94	97	22	13	-4	-0.3	0.8	3	11
Cc1nc2ccc(NC(=O)Cc3cccc(F)c3)cc2s1	-59	100	115	11	2	2	-0.2	0.9	-16	-13
Cc1cc(C)n(CCCO)c(=O)c1C#N	-2	92	96	-8	16	4	-0.3	1.1	5	9
Cc1ccc2c(CC(=O)OCc3csc(C)n3)coc2c1	7	102	106	14	2	-4	0.4	0.9	-7	20
CCc1c(C)[nH]n(CCC#N)c1=O	-1	98	95	7	7	3	-0.1	0.9	5	-8
Cc1ccc(S(=O)(=O)c2c(N)n(-c3ccccc3)c3nc4ccccc4nc23)cc1	-8	114	96	20	-13	-3	-0.3	0.8	5	-2
O=C(CSc1nnc(-c2cccnc2)n1-c1ccc(F)cc1)NCc1ccc2c(c1)OCO2	9	113	98	3	-11	7	-0.7	1	2	2
O=C(/C=C\Nc1ccc2c(c1)OCO2)c1cccs1	-178	27	40	12	90*	9	-0.4	0.9	65*	17
O=C(Nc1ccn(Cc2ccccc2)n1)c1cccc(F)c1	-197	91	131*	10	12	22	0.0	0.9	-32	-14
CCOc1ccc(C(=O)NC(=S)Nc2ccccc2N2CCCCC2)cc1[N+](=O)[O-]	-15	105	102	6	-9	9	-0.2	0.9	-2	-5
Nc1cc(OCC(F)(F)F)cc([N+](=O)[O-])c1	2	89	89	5	17	0	0.2	0.9	12	-5
O=C(COc1cc(F)ccc1[N+](=O)[O-])NCCCc1ccccc1	6	104	95	2	2	1	-0.1	1	6	13
O=C(NC1=C(Nc2ccc(F)cc2)C(=O)c2ccccc2C1=O)c1ccc(Cl)cc1	5	111	98	31	-13	42	0.1	0.7	3	-15
CCOC(=O)C1=C(O)C(=O)N(Cc2ccc(C(C)(C)C)cc2)CC1	8	98	103	-10	8	19	-0.2	1.1	-5	-4
COc1cc2c(cc1OC)C(C(=O)O)C(c1cc(Br)c(O)c(OC)c1)N(C)C2=O (centres undefined)	1	95	104	22	11	14	-0.2	0.8	-4	5
CCOC(=O)c1c(C)n(C)c2ccc(OC(=O)c3ccoc3)cc12	-7	88	104	18	18	5	0.0	0.8	-4	7
COc1cc(/C=N/NC(N)=S)ccc1OCC(=O)Nc1ccc(C)cc1	6	154*	105	9	-54	-55	-0.4	0.9	-5	0
CCOc1ccc(-n2c(-c3ccccc3)c[n+]3c2CCC3)cc1	22	43	68	-14	71*	1	0.0	1.1	34	2
COCCNC(=O)c1cc2nc3c(c(C(F)(F)F)n2n1)CCc1ccccc1-3	-6	79	100	x	30	-2	-0.2	x	0	10
O=C(O)CSc1sc(=S)sc1SCC(=O)O	6	102	107	13	1	8	0.0	0.9	-8	14
CC(C)Cc1cc(C(=O)Nc2ccc(F)cc2F)no1	-69	101	120	9	-2	6	-0.2	0.9	-25	-12
CCOC(=O)c1cn(CC(=O)Nc2ccc(CC)cc2)nn1	-1	98	99	-1	7	4	-0.3	1	1	-3
CN(C)S(=O)(=O)c1cccc(NC(=O)COC(=O)CCOc2ccccc2)c1	2	99	101	8	2	2	0.1	0.9	-3	1
CN1CCN(CCNC(=O)c2cc3c(=O)n(C)c4ccccc4c3n2C)CC1	-15	98	101	20	11	0	0.1	0.8	-1	-4
O=C1CCC(=O)N1c1nc2nc(-c3ccccc3)cc(=O)n2[nH]1	-2	100	100	9	4	1	0.1	0.9	-1	6
Cc1oc(C(=O)O)cc1COc1ccccc1Cl	-2	99	101	12	4	1	-0.6	0.9	-1	8
O=C(COc1cccc2ccccc12)N/N=C/C=C/c1ccccc1	-10	98	91	18	0	0	0.0	0.8	10	4
COc1ccc2[nH]cc(CCN=C3SCC(=O)N3C)c2c1	-8	88	97	-7	18	2	-0.3	1.1	3	1
CCOC(=O)Cn1nnnc1CN(CCc1ccccc1)Cc1cc2cc(CC)ccc2[nH]c1=O	-9	101	103	33	5	7	-0.3	0.7	-3	-2
N#CC(/C(=N/S(=O)(=O)c1cccs1)c1ccccc1)c1nc2ccccc2[nH]1 (centres undefined)	-6	101	93	6	6	2	-0.2	0.9	8	1
C/C=C/c1ccc(OCC(=O)OCC)c(OC)c1	32	94	103	3	7	5	-0.2	1	-3	-10
O=c1ccc(-c2ccccc2)n[nH]1	19	99	104	23	8	-1	-0.3	0.8	-5	-4
CCCCNc1nc2ccccc2nc1Cl	-20	102	94	17	-1	10	0.0	0.8	7	2
COC(=O)c1ccc(CSc2nc(C)nc3sc(C)c(C)c23)o1	-3	109	97	9	-6	2	0.4	0.9	4	1
COc1ccccc1NC(=O)C1=C(C)Nc2nc(-c3ccc(N(C)C)cc3)nn2C1c1ccncc1 (centres undefined)	-3	90	96	18	16	2	-0.2	0.8	4	-13
COc1ccc(NC(=O)COC(=O)c2ccco2)c([N+](=O)[O-])c1	-15	97	100	-3	8	0	-0.2	1	0	1
C=CCSc1nnc(NC(=O)COc2ccc3ccccc3c2)s1	-21	111	87	2	-12	6	-0.3	1	15	7
C#CC[N+](C)(C)CC#Cc1ccccc1	-20	96	92	-5	10	9	-0.2	1.1	8	4
O=C1c2ccccc2-c2ncnc3cccc1c23	-19	93	105	x	12	x	-0.4	x	-5	4
Cc1ccc(S(=O)(=O)c2c(N)n(/N=C/c3ccco3)c3nc4ccccc4nc23)cc1C	1	85	113	41	21	16	0.2	0.6	-15	2
Cc1ccccc1N(C(=O)CCC(=O)Nc1ccccn1)C(C(=O)NC(C)C)c1ccc(O)cc1 (centres undefined)	2	89	96	6	17	6	0.7	0.9	5	-16
COC(=O)COc1ccc(S(=O)(=O)N2CCc3ccccc3C2)cc1C	3	102	100	19	4	0	-0.1	0.8	0	13
CCCNc1[nH]c(=O)n(C)c(=O)c1N=O	4	108	101	2	-1	2	-0.3	1	-1	-5
Cc1cc([N+](=O)[O-])nn1CCCC(=O)Nc1cc(Cl)ccc1Cl	1	91	94	2	14	9	0.1	1	6	-1
CN(Cc1ccccc1)S(=O)(=O)c1ccccc1[N+](=O)[O-]	-10	97	89	23	8	18	0.0	0.8	11	-4
COC(=O)c1ccc(SCc2cnc(Cl)s2)cc1	-7	100	106	-4	8	2	-0.3	1	-7	-20
CN(C)S(=O)(=O)c1ccc(C(=O)Oc2cc(=O)[nH]c3ccccc23)cc1	10	154*	103	30	-61	1	-0.3	0.7	-4	0

The results go on.
SMILES	APP 5UTR inh	STAT3 act	STAT1 activator	Diaph inh CS	STAT3 blocker	G6PDH CS	Hsp70 act	Diaphorase act	STAT1 inh	TLR4 MyD88 comp
COc1ccc(-c2nc(-c3ccccc3)c(-c3cc([N+](=O)[O-])ccc3C)[nH]2)cc1O	-7	98	91	29	6	6	-0.2	0.7	10	-9
CC(C)CC(=O)Nc1cccc2c1C(=O)N(c1ccccc1)C2=O	-12	100	98	11	3	0	-0.3	0.9	2	-21
CN1CCN(C(=O)c2ccc(C3SCC(=O)N3Cc3ccco3)cc2)CC1 (centres undefined)	-12	100	102	2	6	4	-0.1	1	-3	-12
CCOC(=O)C1CCN(c2ncnc3c2oc2ccc(Br)cc23)CC1	-10	141*	103	10	-38	-2	-0.1	0.9	-3	5
Cc1ccc(NC(=O)c2ccc3ccccc3n2)cc1S(=O)(=O)N1CCOCC1	-2	94	122	39	12	9	-0.1	0.6	-21	-10
Cc1cc(=O)oc2c(N)c(O)ccc12	5	105	97	33	3	5	-0.2	0.7	3	-8
N#C/C(C(=O)N1CCOCC1)=c1/s/c(=C\c2ccccn2)c(=O)n1-c1ccccc1	-5	102	88	2	3	-4	0.0	1	10	0
CCOC(=O)N1CCN(Cc2nc(N)nc(Nc3ccc(Oc4ccccc4)cc3)n2)CC1	-5	95	97	21	12	-37	-0.4	0.8	3	0
COC(=O)c1ccc(Cl)c(NC(=O)c2cccc([N+](=O)[O-])c2C)c1	7	85	100	24	22	-5	-0.3	0.8	-2	7
N/C(=N\OC(=O)COc1ccc2ccccc2c1Br)c1ccccn1	-67	100	139*	6	6	6	0.5	0.9	-42	-21
O=C1C(=Cc2cccn2-c2ccccc2)C(=O)c2ccccc21	-1	91	90	-1	14	-2	-0.4	1	11	0
